Screening results: PubChem, National Center for Advancing Translational Sciences (NCATS)
ALOX15B inhib – inhibitors of human 15-lipoxygenase 2 (ALOX15B); purified 15hLO-2, xylenol orange hydroperoxide absorbance; AID 881; actives 0.56% (n = 110,000); Potency, µM (top dose mostly 57.1 µM), for inactives: top-dose activity change, negative = inhibition, usual class: inhibitors; O15296; note: potency is the fitted concentration of half-maximal effect; nearly all actives have a fitted effect of over 60% in size; many of its hits are not listed in these tables
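Enzyme 50 nM, AA 45 uM, 25 mM Hepes pH 7.5 + 0.01% Triton X-100; cpd preinc 15 min RT, rxn 90 min RT; stop/detect with 200 uM XO + 300 uM Fe(II) in 50 mM H2SO4, 30 min; A573/A405.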
PNC inhibitor – inhibitors of perinucleolar compartment assembly | PC3M PTB-GFP, PNC prevalence imaging, 16 h; stronger effect = lower value | activity change (PNC), negative = inhibition, % at 10 µM | actives 3.1% (n = 140,000) | AID 2417;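 active = readout at or below -70, meaning at least 70% loss of cells showing the perinucleolar compartment, a nuclear body marking cancer cells; inconclusive = readout between -30 and a set limit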;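 note: plate controls were DMSO wells for no effect and camptothecin positive control wells for full effect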
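Read-out is percentage of cells bearing a perinucleolar compartment, from automated 20x imaging of fixed, Hoechst-stained PC3M PTB-GFP cells. Cells were seeded 4 h, then exposed 16 h to compound (23 nl of library stock) in duplicate plates.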
ALOX12 inhib – 12-hLO (ALOX12) enzyme inhibition; AID 1452; purified 12-hLO, xylenol orange hydroperoxide absorbance; P18054; actives 0.12% (n = 150,000); Potency, µM (titrated, usually from 57.1 µM), for inactives: at the highest dose activity change, negative = inhibition, hits mostly inhibitors; note: potency is the fitted concentration of half-maximal effect; nearly all actives have a fitted effect of over 55% in size; many of its hits are not listed in these tables
Target sequence (P18054 whole entry, looked up): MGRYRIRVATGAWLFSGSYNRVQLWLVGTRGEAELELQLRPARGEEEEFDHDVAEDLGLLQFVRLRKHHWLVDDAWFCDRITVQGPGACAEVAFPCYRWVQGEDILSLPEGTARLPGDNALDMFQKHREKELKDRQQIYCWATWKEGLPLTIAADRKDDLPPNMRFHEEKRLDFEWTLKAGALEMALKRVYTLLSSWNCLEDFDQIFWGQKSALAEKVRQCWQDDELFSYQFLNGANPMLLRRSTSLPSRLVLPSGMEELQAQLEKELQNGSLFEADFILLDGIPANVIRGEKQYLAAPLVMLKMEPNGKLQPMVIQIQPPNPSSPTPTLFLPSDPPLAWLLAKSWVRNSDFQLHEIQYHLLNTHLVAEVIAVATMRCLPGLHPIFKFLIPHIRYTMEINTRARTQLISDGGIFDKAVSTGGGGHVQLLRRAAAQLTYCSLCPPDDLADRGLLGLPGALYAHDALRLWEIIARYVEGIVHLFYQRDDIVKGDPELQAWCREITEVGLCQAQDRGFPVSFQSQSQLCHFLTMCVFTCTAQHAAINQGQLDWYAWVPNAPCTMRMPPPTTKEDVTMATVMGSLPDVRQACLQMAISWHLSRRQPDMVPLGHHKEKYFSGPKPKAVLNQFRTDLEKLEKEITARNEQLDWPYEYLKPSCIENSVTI
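Purified human 12hLO (150 nM), preincubated 15 min with compound, then 40 uM arachidonic acid for 30 min, room temperature, Hepes pH 7.0 with 0.01% Triton X-100. Hydroperoxide detected by ferrous iron/xylenol orange; 573/405 nm absorbance ratio gives reaction progress.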
IMPase cell inh – membrane-permeable compound that blocks inositol monophosphatase; P97697; CHO-M1 cells, IP1 accumulation, HTRF TR-FRET ratio; inhibition (IP1 accumulation), % at 46.1 µM; 120,000 tested, under 10 active; active = well fitted curve in the direction sought with a large enough effect in the signal ratio, not every such curve was filed as active; inconclusive = small, poorly fitted or top-dose-only effect, or a change in a side signal; inactive = no such curve, though single readings can be large or run the other way; the % refers to the signal ratio;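 note: cells stimulated with carbachol in lithium chloride buffer; plate controls were DMSO basal wells for no effect and reference inhibitor wells for full effect; higher means more IMPase inhibition seen as more IP1 and lower FRET ratio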
Target sequence (P97697 whole entry, looked up): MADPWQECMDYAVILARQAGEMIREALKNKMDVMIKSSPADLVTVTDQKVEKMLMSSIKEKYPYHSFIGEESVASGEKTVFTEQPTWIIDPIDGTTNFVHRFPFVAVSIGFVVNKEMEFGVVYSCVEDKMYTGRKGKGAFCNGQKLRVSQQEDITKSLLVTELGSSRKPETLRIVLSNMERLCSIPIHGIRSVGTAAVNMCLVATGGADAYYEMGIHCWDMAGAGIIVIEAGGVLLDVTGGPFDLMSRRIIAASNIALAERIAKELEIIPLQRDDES
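Carbachol-driven Gq signalling in CHO-M1 cells (2000/well) generates IP1. Compounds that block IMPase raise IP1 and so reduce the FRET signal from Eu-anti-IP1 and d2-IP1 after a 10 min room-temperature lysis.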
An asterisk follows results filed as active; u = inconclusive; x = no result given; [ ] = remark or other dose. Unless noted, calls come from the whole dose curve; as a rule, active = well fitted curve in the direction sought with a large enough effect; inconclusive = small, poorly fitted or top-dose-only effect, or another doubt; inactive = no such curve, though single readings can be large; an effect the other way counts as inactive or inconclusive. Unless noted, % is set by controls: 0 for no effect and ±100 for the full control effect. Some of the compounds tested, so the mix of outcomes need not match the whole.

SMILES	ALOX15B inhib	PNC inhibitor	ALOX12 inhib	IMPase cell inh
Nc1c(S(N)(=O)=O)cc(S(N)(=O)=O)cc1S(N)(=O)=O	2%[11.4 µM]	x	1%[11.4 µM]	x
Cc1cccc(NC(=O)CSc2nnc([C@@H]3CCCN3C(=O)OC(C)(C)C)o2)c1C	0%	5	-9%	4
CCOC(=O)N1CCN(C(=O)c2ccc(CN(c3ccc(C)c(C)c3)S(C)(=O)=O)cc2)CC1	-1%	20	4%	2
Cc1cc(C)cc(NC(=S)N2CCN(c3ncccn3)CC2)c1	x	-24	-2%	9
Cc1sc2nc(SCC(=O)OC(C)C)n(C)c(=O)c2c1C	4%	16	-2%	0
O=C(OCCN1C(=O)c2ccccc2C1=O)c1cnccn1	-10%	-21	7%	5
CCn1nnnc1SCC(=O)Nc1ccc2c(c1)OCCO2	x	-14	-5%	x
O=C1CCN(C(=O)c2cccs2)c2ccccc21	x	72	3%	x
COc1ccc(CC(=O)Nc2ccc(S(=O)(=O)Nc3ncccn3)cc2)cc1	-7%	u	-5%	1
C/C(=N\NC(=O)c1cc(C2CC2)nc2ccccc12)c1ccc(C)s1	0%	-2	1%	2
CSc1nc2ccccc2n1CC(=O)N1CCCCC1	2%	1	-1%	11
CC(=O)N(C)c1nnc(-c2cnccn2)s1	-16%	8	-9%	4
Cc1cccc(-c2nnc(SCCC(=O)N3CCOCC3)o2)c1	x	-9	2%	x
O=C(COC(=O)Cn1cnc2ccccc2c1=O)NCC12CC3CC(CC(C3)C1)C2	x	20	4%	-2
COc1cc(Cl)ccc1NC(=S)N(CCCN1CCOCC1)Cc1cn(C)c2ccccc12	x	u	-5%	16
CC(=O)Nc1nonc1NC(=O)CSc1nc2ccccc2o1	-12%	71	2%	1
COc1cc(Cl)c(S(=O)(=O)NCCN2CCOCC2)cc1Cl	-1%	21	-4%	8
CSc1ccccc1C(=O)Nc1cccc(C)c1	0%	58	-4%	-4
Cc1ccc(-c2csc3ncnc(SCC(=O)c4ccc5c(c4)OCCO5)c23)cc1	-1%	-21	-8%	8
CCCCN(CCCC)C1=Nc2ccccc2N/C1=C(/C#N)C(=O)OCC	-3%	u	-12%	4
COc1ccccc1CCNS(=O)(=O)c1c(C)n(C)c(=O)n(C)c1=O	0%	u	-1%	12
CCOC(=O)c1oc2cc(OCC(N)=O)ccc2c(=O)c1-c1ccc(OC)c(OC)c1	1%[11.4 µM]	31	0%	0[1.84 µM]
C=CCNC(=S)NNC(=O)c1ccccc1	4%	u	2%	5
O=C(NCCc1ccc(Cl)cc1)C1CCN(S(=O)(=O)N2CCC3(CC2)OCCO3)CC1	2%	-25	2%	6
O=C(c1cc2sccc2n1Cc1ccccc1)N1CCN(c2nc3ccccc3s2)CC1	-12%	76	-4%	11

Part of the list above in order of count of non-hydrogen atoms, descending:
SMILES	ALOX15B inhib	PNC inhibitor	ALOX12 inhib	IMPase cell inh
Cc1ccc(-c2csc3ncnc(SCC(=O)c4ccc5c(c4)OCCO5)c23)cc1	-1%	-21	-8%	8
COc1cc(Cl)c(S(=O)(=O)NCCN2CCOCC2)cc1Cl	-1%	21	-4%	8
Cc1sc2nc(SCC(=O)OC(C)C)n(C)c(=O)c2c1C	4%	16	-2%	0

Other records:
SMILES	ALOX15B inhib	PNC inhibitor	ALOX12 inhib	IMPase cell inh
O=C(NC1CCCCC1)c1nc2c(nnn2Cc2ccccc2Cl)c(=O)[nH]1	x	u	3%	2
Cn1nc(CC(=O)Nc2ccc(N3CCN(C(=O)OC(C)(C)C)CC3)cc2)c2ccccc2c1=O	x	u	3%	2
O=C(CSc1nc2c(cnn2-c2ccc(F)cc2)c(=O)[nH]1)N1CCOCC1	3%	-14	-6%	-1
CN(C)S(=O)(=O)c1cccc(NC(=O)COC(=O)c2cc(-c3cccc(Br)c3)nc3ccccc23)c1	x	u	-6%	x
O=C1C(=O)N(c2cccc(Cl)c2)C(c2ccccc2[N+](=O)[O-])/C1=C(\O)c1ccccc1 (stereo not given)	-2%	67	2%	-4
CCCNS(=O)(=O)c1ccc(OCC(=O)N2CCOCC2)cc1	x	-100*	8%	3
Nc1nc(C23CC4CCC(CC(C4)C2)C3)cs1	x	-19	0%	x
O=C(Nc1ccccc1F)NC1CCN(Cc2nnnn2Cc2ccc(F)cc2)CC1	-4%	29	-5%	5
O=C(NCCc1ccccc1)C1CCN(C(=O)c2sccc2-n2cccc2)CC1	-2%	u	-2%	0
COc1ccc(OC)c(S(=O)(=O)N(C)CC(=O)Nc2ccc3c(c2)OCCO3)c1	-3%	-21	-9%	u
Cc1ccsc1/C=N\NC(=O)c1ccc2c(c1)OCO2	-4%	13	0%	1
COC(=O)[C@@]1(Cc2ccccc2)[C@H]2c3cc(C(=O)N4CCCC4)n(Cc4nc5ccccc5[nH]4)c3C[C@H]2CN1C(=O)c1ccccc1	9%	x	0%	x
COC(=O)c1cccc(NC(=O)c2cccc(OC)c2)c1	2%	u	3%	2
CCOC(=O)c1cc2[nH]c3ccccc3c2[n+](-c2ccc([N+](=O)[O-])cc2)c1C	x	u	-3%	x
Cc1nn(Cc2c(Cl)cccc2Cl)c(C)c1NC(=O)c1cc(C(C)C)on1	-17%	-102*	9%	4
CCOc1ccc2c(ccc(/C=C\c3cc(C)c4cccnc4c3O)[n+]2C)c1	37%[activator][11.4 µM]	x	-16%[11.4 µM]	x
Cc1noc(C)c1C(=O)N1CCN(CCc2ccccc2)CC1	2%	-102*	-5%	2
O=C1CC(c2ccccc2)CC(O)=C1C=NCCN1CCN(C(=O)Nc2ccccc2)CC1 (stereo not given)	7%	-23	0%	0
COC(=O)Nc1ncc(CN2CCC(c3ccccc3)CC2)s1	x	-18	-2%	6[0.0738 µM]
O=C(CSc1nccn1-c1cccc(Cl)c1)Nc1ccc2c(c1)OCCO2	3%	21	-6%	2
CN(C)C(=O)Cn1cnc2c(cnn2-c2ccccc2Cl)c1=O	14%	-4	-6%	-12
CCC(C)(C(=O)NC1CCCC1)N(Cc1cccs1)C(=O)c1ccc2c(c1)OCO2 (stereo not given)	x	-22	-10%	2
N#Cc1c(N)sc(=S)c2c1CCCCC2	-29%	44	-7%	0
CCOC(=O)c1c(C)oc2ccc(OCc3cc(C(=O)OC)oc3C)cc12	8%	37	0%	6
CCN1C(=O)C2(SC(NC(C)=O)=NN2C(C)=O)c2cc(C)ccc21 (stereo not given)	1%	37	6%	4
Continuation:
SMILES	ALOX15B inhib	PNC inhibitor	ALOX12 inhib	IMPase cell inh
Cc1coc(C)c1C(=O)CC1(O)C(=O)Nc2cc(Cl)cc(Cl)c21 (stereo not given)	-6%	u	u	6
O=C(Cc1ccccc1)NNC(=O)Nc1cccc(Cl)c1	0%	-14	-6%	-10
COc1cccc(N(C(=O)CNC(=O)c2ccco2)C(C(=O)NC2CCCCC2)c2ccncc2)c1 (stereo not given)	0%	-6	0%	6
COc1cc(NC(=O)c2cc(OC)c(OC)c(OC)c2)c(OC)cc1NC(=O)CN1CCCCC1	9%	14	-1%	5
Cn1c2c(c(=O)n(C)c1=O)C(c1ccc(Br)cc1)Nc1ccccc1O2 (stereo not given)	-4%	23	-3%	7
Cn1c(=O)n(C)c2cc(C(=O)O)ccc21	1%	15	2%	-7
COc1cccc(N2CC(=O)N(NC(=O)CSc3nc(C)cc(C)c3C#N)CC2=O)c1	x	61	3%	x
S=c1nc(-c2nc(=S)[nH]c3c2CCCCCCCCCC3)c2c([nH]1)CCCCCCCCCC2	2%[11.4 µM]	x	1%[11.4 µM]	x
Cc1nn(Cc2ccccc2Cl)c2sc(C(=O)NCc3ccc4c(c3)OCO4)cc12	0%	-16	-19%	9
CC1(C)C(=O)C2C[C@]3(O)C4=CC(=O)OC(c5ccoc5)[C@]4(C)CCC3[C@](C)(C2=O)C1CC(=O)O (stereo not given in full)	9%	x	2%	x
Cc1ccc([N+](=O)[O-])cc1N=C(c1ccc([N+](=O)[O-])cc1)N1CCOCC1	x	18	1%	x
CC(C)C(NC(=O)OCc1ccccc1)C(=O)OCC(=O)N1C(C)CCCC1C (stereo not given)	3%	u	-4%	15
Cn1c(=O)cc(SCC(=O)N2CCCC2)c2cc(Cl)ccc21	-4%	35	3%	-3
Cc1ccccc1NC(=O)c1cc(N)ccc1N1CCCCC1	-19%	u	2%	5
COc1cccc(-c2cc(=O)c3ccccc3o2)c1N	14%	x	-10%	6
CCOC(=O)/C(C#N)=C/c1ccc(OC(=O)c2ccco2)c(OCC)c1	x	-27	-2%	u
CCCC[n+]1ccn(-c2nc3ccccc3nc2[N-]S(=O)(=O)c2ccc(C)cc2)c1	-11%	18	-3%	-3
C=CCN1C(c2ccccc2)=CS/C1=C(\C#N)c1nnc2n1CCCCC2	-2%	-18	-1%	u
CC(=O)Nc1ccc(-n2c(C)nc(=O)c(-c3ccccc3)c2C)cc1	-2%	-3	-3%	-4
COc1ccc(CCNC(=O)C2CC(=O)N(C3CCCC3)C2)cc1OC (stereo not given)	-5%	16	0%	1
CC(C)(C)NC[C@@H](O)c1ccc(O)c(CO)n1	-3%[11.4 µM]	x	1%[11.4 µM]	x
COc1ccccc1CN1CCCC2(CCN(C(=O)c3cccc(F)c3)CC2)C1	-2%	x	4%	x
FC(F)(F)c1cc(-c2ccc(Cl)cc2)nc2ncnn12	1%	29	-11%	-1
CCOC(=O)CC(=O)CSc1nc(N)c(C#N)c(-c2ccc(Cl)cc2)c1C#N	-7%	-13	-20%	7

An excerpt from above in order of the IMPase cell inh value, falling:
SMILES	ALOX15B inhib	ALOX12 inhib	IMPase cell inh
Cn1c2c(c(=O)n(C)c1=O)C(c1ccc(Br)cc1)Nc1ccccc1O2 (stereo not given)	-4%	-3%	7
COc1cccc(N(C(=O)CNC(=O)c2ccco2)C(C(=O)NC2CCCCC2)c2ccncc2)c1 (stereo not given)	0%	0%	6
COc1cc(NC(=O)c2cc(OC)c(OC)c(OC)c2)c(OC)cc1NC(=O)CN1CCCCC1	9%	-1%	5

Grouped by structure: the compounds so far with an aryl thioether with sulfur outside any ring
SMILES	ALOX15B inhib	PNC inhibitor	ALOX12 inhib	IMPase cell inh
Cc1cccc(NC(=O)CSc2nnc([C@@H]3CCCN3C(=O)OC(C)(C)C)o2)c1C	0%	5	-9%	4
Cc1sc2nc(SCC(=O)OC(C)C)n(C)c(=O)c2c1C	4%	16	-2%	0
CCn1nnnc1SCC(=O)Nc1ccc2c(c1)OCCO2	x	-14	-5%	x
CSc1nc2ccccc2n1CC(=O)N1CCCCC1	2%	1	-1%	11
Cc1cccc(-c2nnc(SCCC(=O)N3CCOCC3)o2)c1	x	-9	2%	x
CC(=O)Nc1nonc1NC(=O)CSc1nc2ccccc2o1	-12%	71	2%	1
CSc1ccccc1C(=O)Nc1cccc(C)c1	0%	58	-4%	-4
Cc1ccc(-c2csc3ncnc(SCC(=O)c4ccc5c(c4)OCCO5)c23)cc1	-1%	-21	-8%	8
O=C(CSc1nc2c(cnn2-c2ccc(F)cc2)c(=O)[nH]1)N1CCOCC1	3%	-14	-6%	-1
O=C(CSc1nccn1-c1cccc(Cl)c1)Nc1ccc2c(c1)OCCO2	3%	21	-6%	2
COc1cccc(N2CC(=O)N(NC(=O)CSc3nc(C)cc(C)c3C#N)CC2=O)c1	x	61	3%	x
Cn1c(=O)cc(SCC(=O)N2CCCC2)c2cc(Cl)ccc21	-4%	35	3%	-3
CCOC(=O)CC(=O)CSc1nc(N)c(C#N)c(-c2ccc(Cl)cc2)c1C#N	-7%	-13	-20%	7
